Source: PubChem BioAssay
INS-1E GSIS act – primary screen for activators of insulin secretion dependent on glucose, INS-1E cells, GLuc reporter luminescence; activation, % at 16.6 µM; AID 743287; INS-1E GLuc reporter insulin secretion, 2-3 h; 0.61% of 370,000 active;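 active means lowest replicate activation of at least 40%, so every replicate reaches that level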;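 further: 0% = median of neutral control wells and 100% = median of IBMX positive control wells; some compounds called inactive have numbers as strong as hits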
F508del corr – correctors of CFTR F508del function in bronchial epithelial cells. CFBE cells, YFP halide quenching; stimulated with forskolin plus potentiator P3; % fluorescence drop versus neutral controls. activity (quench increase), % at 7.58 µM. 0.36% of 350,000 active;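 active means mean added fluorescence quench of at least 8% versus neutral control, with both replicates also reaching 8%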;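 further: cells transiently co-express mutant CFTR-F508del with the halide-sensitive YFP; corrector assay measuring rescue of mutant channel to the surface after 24 h compound exposure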
C2C12 statin – suppressors of simvastatin-induced myotoxicity in C2C12 myotubes; ATP luminescence, 48 h; scaled: DMSO 0, geranylgeraniol control 100; rescue of ATP level, % at 7.49 µM; 0.78% of 330,000 active;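 active means mean ATP rescue above about 67%, or every replicate alone reaching that limit, limit read from the data, passing the limit was not always enough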;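 further: myotubes were challenged with 10 µM simvastatin during compound exposure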
miR122 inh – inhibitors of miR-122 in Huh7 cells; Huh7 miR-122 Renilla luciferase sensor, 48 h; neutral wells = 0, positive control = 100; activation (reporter increase), % at 12.5 µM; 0.3% of 340,000 active; AID 602342;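 active means mean replicate activation score at least 90 and every replicate individually at or above 90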;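 further: higher luciferase means less miR-122 activity so hits act as miR-122 inhibitors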
Cneo AK release – Cryptococcus neoformans lysis via adenylate kinase release; lysis activity, % at 15 µM; C. neoformans lysis, adenylate kinase release luminescence, 4 h; normalised: neutral wells 0, clomiphene wells 100; 0.2% of 360,000 active; AID 651654;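 active means mean lysis activity across replicates of at least 80%, whatever share of replicates individually reach that level; inactive means mean lysis activity below 80%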
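read-out = cell lysis signal | test system = log-phase Cryptococcus neoformans yeast cells | input = cells at 5 × 10^6 per mL | medium = fresh YPD growth medium | signal = luminescent adenylate kinase detection reagent | timing = 4 h at 37 °C static, read 1 h later | dosing = single dose | controls = Clomiphene as positive lysis control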
PGC1a acetyl inh – lowers PGC1a acetylation signal in U2OS cells | AlphaScreen anti-acetyl-lysine; with virally co-expressed GCN5 acetyltransferase | 0.17% of 350,000 active | inhibition, % at 15.6 µM;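 active means every replicate shows inhibition of at least 40%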;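 further: 0% = neutral control wells and 100% = positive control wells; some results beyond the cut were filed as inactive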
FN deposit inh – fibronectin deposition inhibition; 0.086% of 350,000 active; inhibition, % at 12.6 µM; AH1F fibroblasts, Alexa488-fibronectin deposition fluorescence, overnight;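 active means mean inhibition across replicates of 30% or more, regardless of how many single replicates reach that level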;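 further: positive control wells lacked labelled fibronectin entirely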
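material = AH1F fibroblast monolayer depositing Alexa488-labelled fibronectin into matrix | amount = 10000 AH1F cells/well | buffer or medium = DMEM plus 2% serum, read in PBS | incubation = 1 h cell adhesion before compound, then overnight fibronectin incubation | detection = fluorescence at 485 nm excitation, 525 nm emission | evaluation = percent inhibition as loss of matrix-bound fibronectin fluorescence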
PglD inh – blocks C. jejuni PglD acetyltransferase activity | purified PglD enzyme, DTNB colorimetric CoA detection | inhibition, % at 12.5 µM | 0.098% of 360,000 active | AID 602405; in the data active means inhibition above about 16%, passing the limit was not always enough; further: strong numbers were not always called active
Numbers without * were called inactive; . = not tested or not shown; & = joins results of further samples; [ ] = remark or other dose.

SMILES	INS-1E GSIS act	F508del corr	C2C12 statin	miR122 inh	Cneo AK release	PGC1a acetyl inh	FN deposit inh	PglD inh
COc1ccc(C#Cc2ccc3c(c2)[C@H]2[C@H](CCN2C(=O)c2ccccc2F)[C@H](CO)N3)cc1	-1	3.1	5	5[16.7 µM]	9	5	3	1
O=C(CCc1nc2ccccc2s1)OCc1ccccc1	23	.	-2	1	.	.	3	.
O=C(NCc1ccccc1)c1ncn(Cc2ccccc2)c1C(=O)NCc1ccccc1	-3	-1.2	8	5	-3	.	0	-3
O=c1c2ccccc2cnn1Cc1cccc(Br)c1	7	-0.5	.	2	.	-3	3	.
Cc1cc(Nc2nc3ccccc3nc2Cl)n(-c2ccccc2C)n1	-20	.	-35	-7	0	12	.	0
CC1(C)Cc2c(cnn2-c2ccc(F)cc2)C(NC(=O)C2=NNC(=O)CC2)C1 (stereo not drawn)	11	2.1	7	-8	0	2	-8	3
CCn1c(SC(C)C(=O)O)nnc1-c1cccnc1 (stereo not drawn)	.	.	12	24	2	2	-3	-4
CCOC(=O)c1csc(NC(=O)c2ccc3c(c2)OCCO3)n1	.	.	-13	-4	-11	.	.	2
Cc1ccc(S(=O)(=O)Nc2ccc3c(c2)CC(=O)N([C@H](C)CO)C[C@H](C)[C@H](CN(C)Cc2ccc(C(=O)O)cc2)O3)cc1	0	0.0	-34	3[16.7 µM]	.	-4	.	.
Cc1cc(C)c(C(=O)OCC(=O)NC(=O)c2ccccc2)c(C)c1	10	0.2	15	.	2	.	2	-1
CCN(CC)CCCNC(=O)C1c2ccccc2C(=O)N(C)C1c1ccc(OC)cc1 (stereo not drawn)	.	.	-1	-13	0	0	.	0
CO[C@@H]1CN(C)C(=O)c2cc(NC(=O)C3CCCCC3)ccc2OC[C@@H](C)N(C(=O)c2ccccc2)C[C@@H]1C	-4	-0.9	1	.	-9	13	5	0
CCCCCCC(=O)Nc1ccc(C(=O)N/N=C/c2cccnc2)cc1	16	.	.	1	.	-417	1	.
Cc1noc(C)c1S(=O)(=O)Nc1ccc2c(c1)CC(=O)N([C@H](C)CO)C[C@@H](C)[C@H](CN(C)C(=O)Nc1ccc(F)cc1)O2	-6	1.9	34	10[16.7 µM]	0	-4	-2	2
Cn1c(/C=C/c2cccc([N+](=O)[O-])c2)nc2ccccc2c1=O	-7	-4.7	.	.	.	-2	4	.
CO[C@@H]1CN(C)C(=O)c2ccc(NC(=O)Nc3ccccc3F)cc2OC[C@@H](C)N(C)C[C@H]1C	-11	-1.4	.	.	.	-2	-12	.
O=C(COC(=O)c1ccccc1O)NCc1ccccc1Cl	-11	-1.8	-1	4	-1	2	-2	-1
CCCOC(=O)C1C2C=CC(C2)C1C(=O)OCC(=O)c1ccccc1 (stereo not drawn)	.	.	.	1	0	.	-7	-5
COc1cccc(CNC2CCCc3ccccc32)c1OC (stereo not drawn)	7	-1.1	.	.	.	4	-9	.
O=C(c1cccs1)N1CC=C(c2ccccc2)CC1	2	-0.1	0	0	1	-9	-4	-1
COCCN1C[C@@H](CO)O[C@@H](n2cnc3c(NCc4ccc(F)cc4)ncnc32)C1	.	0.2	5	-8	0	.	0	3
Cc1ccccc1S(=O)Cc1ccc(C(=O)NC2CCN(Cc3ccccc3)CC2)o1 (stereo not drawn)	0	0.6	0	-12	1	5	8	8
O=C(COc1ccc(Cl)cc1)NCCCn1ccnc1	.	.	72*	14	0	6	.	3
CCOCCCNC(=O)c1cn2c3c(ccc(Cl)c3c1=O)OC(C)C2 (stereo not drawn)	17	1.7	-2	.	6	33	1	9
Cc1ccnc(NS(=O)(=O)c2ccc(N3C(=O)Nc4ccccc4N3O)cc2)c1	12	-4.0	-8	0	-1	.	14	-13
CC(C)(C)c1cc(C(=O)NNC(=O)Nc2cccc(Cl)c2)n(Cc2ccccc2)n1	.	2.0	4	.	.	-4	1	.
CC(=O)Nc1nc(C)c(Oc2ccc(Cl)cc2Cl)c(=O)[nH]1	.	.	2	-2	-1	1	.	5
O=S(=O)(SC1=NCCN1)c1ccccc1	4	4.2	.	34	.	4	2	.
Cc1cc(Br)cn2c(Cc3ccccc3)c(-c3ccco3)nc12	.	-3.4	12	7	0	8	0	-2
COc1ccccc1Nc1nc2ccccc2[nH]1	8	.	-11	2	-5	5	.	0
CC(=O)c1cccc(N(CC(=O)NC2CCCC2)C(=O)CNC(=O)c2cccs2)c1	10	4.0	0	3	-1	23	5	-1
CCN1CCN(Cc2cccc(Oc3ccc(Cl)cc3)c2)CC1	30	2.0	-29	1	1	3	.	1
COCC(=O)N(C)C[C@H]1Oc2ncc(C3=CCCCC3)cc2C(=O)N([C@@H](C)CO)C[C@H]1C	14	1.4	-6	3[16.7 µM]	1	7	.	0
N#Cc1c(SCC(=O)Nc2nccs2)nc2c(c1-c1ccco1)CCCC2	.	.	-10	0	1	7	.	-3
C/C=C/c1ccc([C@H]2[C@@H](C#N)N(C(=O)CN3CCOCC3)[C@H]2CO)cc1	4	1.6	-4	.	-5	4	2	-2
C[C@H]1CN([C@@H](C)CO)C(=O)c2cc(NS(=O)(=O)c3ccccc3)ccc2O[C@H]1CN(C)C(=O)Nc1ccc(F)cc1	-3	-3.6	34	-4[16.7 µM]	-1	-1	.	5
CCCC(C)C(=O)Nc1cc(S(=O)(=O)N2CCCCC2)ccc1N1CCOCC1 (stereo not drawn)	-2	-2.5	-21	.	7	0	-18	-2
COC(=O)[C@H]1C[C@@H](c2ccccc2)[C@H](C)C1(C)C	-12	0.1	13	.	1	.	-8	-1
COc1ccc(CC(=O)Nc2ccc(N3CCCCC3)cc2)cc1	-3	0.5	1	-6	-1	-12	3	-2
CCc1c(O)cc(=O)n(-c2ccccc2)c1-c1ccccc1	.	.	.	-8	8	9	-2	0

Rewritten with values under each structure: 2 of the compounds above
Each structure is followed by: INS-1E GSIS act	F508del corr	C2C12 statin	miR122 inh	Cneo AK release	PGC1a acetyl inh	FN deposit inh	PglD inh
COc1ccc(CC(=O)Nc2ccc(N3CCCCC3)cc2)cc1
  -3	0.5	1	-6	-1	-12	3	-2
CCc1c(O)cc(=O)n(-c2ccccc2)c1-c1ccccc1
  .	.	.	-8	8	9	-2	0

The results go on.
SMILES	INS-1E GSIS act	F508del corr	C2C12 statin	miR122 inh	Cneo AK release	PGC1a acetyl inh	FN deposit inh	PglD inh
O=S(=O)(Cc1ccccc1)NCC1CCCO1 (stereo not drawn)	.	.	2	.	4	-2	.	2
CCOc1ccc(OCC(=O)Nc2ccc(OC)cc2)cc1	.	.	-7	1	0	-59	-7	-4
Cc1cccc(NC(=O)c2ccc(S(=O)(=O)N3CCOCC3)cc2)n1	12	-0.7	.	.	.	-4	2	.
O=C(Nc1ccncc1)c1cc(-c2ccccn2)nc2ccccc12	12	1.6	5	7	3	-2	2	2
COc1ccc(N(CC(=O)NCC2CCCO2)C(=O)CCC(=O)Nc2nccs2)cc1 (stereo not drawn)	.	.	-8	3	-3	.	0	-7
O=c1cc(CSc2nnnn2-c2ccccc2)[nH]c2[nH]n(-c3ccccc3)c(=O)c12	-7	.	2	2	-2	14	.	4
CCC(=O)Nc1ccc(-c2csc(C)n2)cc1	-9	-0.2	.	-4	-2	2	8	-9
[O-]/[N+](=C\c1ccccc1)c1ccccc1	1	-3.1	1	.	-1	.	5	-2
CC(=O)Nc1ccc(NC(=O)C2CC(=O)N(Cc3ccccc3)C2)cc1 (stereo not drawn)	10	-2.6	6	-5	-1	3	-8	4
O=C(c1ccco1)N1CCN(C(c2ccccc2Cl)c2nnnn2CC2CCCO2)CC1 (stereo not drawn)	-8	.	-1	-3	-4	-2	.	1
CCN(CC)S(=O)(=O)c1ccc2c(c1)nc(CCC(=O)Nc1ccc3c(c1)OCO3)n2C	-19	.	-3	6	-3	-2	-9	4
CN(C)C(=O)C[C@@H]1C[C@@H]2c3cc(NS(=O)(=O)c4ccc(F)cc4)ccc3O[C@@H]2[C@H](CO)O1	5	1.6	2	-2[16.7 µM]	-9	-7	-2	0
CCN1[C@@H]2c3ccc(C4=CCCCC4)c(=O)n3C[C@@H]2[C@@H](CO)[C@@H]1C(=O)NCc1cccc(OC)c1	-2	1.7	27	-3[16.7 µM]	-2	.	.	1
Cc1nnc(SCC2=C(C(=O)O)N3C(=O)C(NC(=O)Cn4nc(C)c(Cl)c4C)C3SC2)s1 (stereo not drawn)	-12	0.1	.	.	.	9	-2	.
C[C@@H]1CCCCO[C@@H](CN(C)Cc2ccncc2)[C@H](C)CN([C@@H](C)CO)C(=O)c2cc(NC(=O)c3ccccc3)ccc2O1	-8	-1.2	5	3[16.7 µM]	-3	24	.	-3
Cc1ccc(OCCOCCNC(C)C)c(Br)c1	.	.	-17	1	2	-17	.	2
O=C(c1ccccc1)[C@@H]1[C@@H](C(=O)c2ccc(F)cc2)[C@@]2(C(=O)Nc3ccccc32)[C@H]2c3ccccc3C=CN12	2	.	.	85	0	-6	-1	-3
Cc1nc2ccc(C(=O)N/N=C/c3ccc(O)cc3)cc2[nH]1	11	0.6	-6	4	-2	0	-4	-3
O=C(NCC[C@@H]1CC[C@@H](NC(=O)C2CC2)[C@H](CO)O1)c1ccc(F)cc1	19	-1.3	-6	.	-3	7	.	-2
C[C@@H]1CN([C@H](C)CO)C(=O)c2cc(C#C[C@@H](C)O)cnc2O[C@H]1CN(C)C(=O)CN(C)C	21	0.0	.	-2[16.7 µM]	-3	0	1	1
COc1ccc(-c2csc(Nc3ncccc3C)n2)cc1	.	.	-19	1	-8	5	.	-1
c1ccc(Nc2cccc(Nc3ccccc3)n2)cc1	.	.	-44	4	-2	-1	.	3
CCOC(=O)c1ccc(NC(=S)N(CCCN2CCCC(C)C2)Cc2cccs2)cc1 (stereo not drawn)	-37	0.9	.	0	.	6	-11	.
Cc1cc(S(=O)(=O)Nc2ccc3c(c2)COC3=O)ccc1F	-8	-4.6	2	24	.	26	.	.
CO[C@H]1CN(C)C(=O)c2cc(NC(C)=O)ccc2OC[C@H](C)N(S(C)(=O)=O)C[C@H]1C	-4	-0.6	9	.	-4	11	3	1
Clc1ccc2c(N3CCOCC3)ccnc2c1	.	.	-8	-2	-1	10	3	1
C[C@H]1CN([C@@H](C)CO)S(=O)(=O)c2ccc(C#CC3CCCC3)cc2O[C@H]1CN(C)Cc1cccnc1	-10	3.6	-22	-4[16.7 µM]	13	-17	-5	1
Cc1ccc(-n2ncc3c(NCc4ccc5c(c4)OCO5)ncnc32)c(C)c1	.	.	-5	-15	-3	8	8	4
O=C(NCCCN1CCOCC1)c1cc2ccccc2oc1=O	.	.	5	-8	-5	-4	0	-3
COc1ccc(C(=O)Nc2cc(C(C)=O)c(C)oc2=O)cc1	-27	5.3	-6	11	-6	5	.	2
C[C@@H]1CN([C@@H](C)CO)C(=O)CCCn2cc(nn2)CO[C@H]1CN(C)C(=O)Nc1ccc(F)cc1	-4&29	1.6&1.2&-0.5	-8&-1	2&1[16.7 µM]	12&-15	-3&9	-3	1&1
COc1ccc(C(=O)Nc2ccccc2C(=O)O)cc1NC(=O)C(c1ccccc1)c1ccccc1	.	-1.9	10	4	.	.	15	.
Cc1cc(CNC(=O)Cc2ccccc2)c2ccccc2n1	16	1.1	0	5	1	2	1	-3

A stretch of the results above:
SMILES	INS-1E GSIS act	F508del corr	C2C12 statin	miR122 inh	Cneo AK release	PGC1a acetyl inh	FN deposit inh	PglD inh
COc1ccc(-c2csc(Nc3ncccc3C)n2)cc1	.	.	-19	1	-8	5	.	-1
c1ccc(Nc2cccc(Nc3ccccc3)n2)cc1	.	.	-44	4	-2	-1	.	3
CCOC(=O)c1ccc(NC(=S)N(CCCN2CCCC(C)C2)Cc2cccs2)cc1 (stereo not drawn)	-37	0.9	.	0	.	6	-11	.
